CHOP inh – inhibitors of CHOP promoter induction, primary screen, cell-based, unfolded protein response, luciferase reporter; CHO-K1 CHOP-promoter luciferase, tunicamycin-induced, 15-18 h; inhibition, % at 10 µM; 220,000 tested, 3.8% active;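 active = compounds that reduced the stress-induced luciferase reporter signal by more than about 70% of percent inhibition, limit read from the data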;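 also: 0% = tunicamycin plus vehicle and 100% = wells without tunicamycin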
Wee1 stabilizer – Wee1 degradation inhibitors, primary screen, cell-based, HeLa, Wee1K328M-luciferase, luminescence; reporter increase, % at 5 µM; 220,000 tested, 1.2% active; HeLa Luc-Wee1K328M stability; 100% = proteasome inhibitor MG132 effect;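 active = activation above the mean of all tested compounds plus 3 SD, set per screening run, cut at about 8.8% in these data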;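 also: cells exposed to compound for 20 h before luminescence read; 0% = DMSO alone and 100% = MG132 at 30 µM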
PPC-1+TRAIL kill – compounds killing PPC-1 cancer cells with TRAIL present, primary screen, TRAIL potentiator project, ATPLite luminescence, uHTS | PPC-1 cells + TRAIL, ATPLite viability luminescence | cell killing (% activity), % at 4 µM | 220,000 tested, 0.41% active | AID 1443, 2008;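 active = cell killing above 50% in the first pass at 4 µM, then a duplicate retest at 5 µM averaging 50% or more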;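 also: plate controls were cells with TRAIL plus DMSO for no effect and medium-only wells lacking cells for full effect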
Ba/F3 V617F tox – reduced viability of JAK2V617F-dependent Ba/F3 cells, primary screen, JAK2V617F inhibitor project, cell-based, Ba/F3 EpoR-JAK2V617F, luminescence | inhibition, % at 5.6 µM | 220,000 tested, 1.1% active | ATP luminescence;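 active = inhibition above the campaign mean plus 3 SD over all tested compounds, cut at about 24% in these data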;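 also: cytokine-independent growth of Ba/F3 cells driven by EpoR plus mutant JAK2; 0% = DMSO-treated cells and 100% = JAK inhibitor I control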
BaF3 tox – parental Ba/F3 cell viability inhibition, counter-screen for JAK2V617F inhibitor project, murine pro-B, CellTiter-Glo luminescence. AID 1486, 2009. inhibition, % at 5.6 µM. CellTiter-Glo ATP luminescence. 220,000 tested, 1.1% active;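 active = inhibition above a per-campaign cutoff, the mean inhibition of all tested compounds plus 3 SD, cut at about 27% in these data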;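 also: 0% = DMSO wells and 100% = JAK Inhibitor I control wells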
TRPN1 ag – zebrafish TRPN1 channel agonists, primary screen, cell-based, HEK293, calcium fluorescence; transient receptor potential cation channel N1 (TRPN1/NompC), Danio rerio; HEK293 zebrafish TRPN1-YFP, Fluo-8 calcium fluorescence; 100% = response to 87 µM carbachol; activation, % at 3 µM; 220,000 tested, 0.18% active; AID 1424, 2008;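 active = activation above its plate's cutoff, the mean activation of test wells on that plate plus 3 SD, cut at about 19% in these data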;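 also: 0% = DMSO alone and 100% = 87 µM carbachol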
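System: zebrafish TRPN1-YFP in HEK293 cells / Dosing: 3 µM single point / Timing: dye loading 1 h at 37 °C, then 30 min room temperature / Signal: Fluo-8 calcium fluorescence, excitation 470-495 nm, emission 515-575 nm / Read-out basis: percent activation from peak over basal fluorescence ratio, control-normalized / Control set: high carbachol 87 µM, low DMSO alone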
TRPML3 ag – human TRPML3 channel agonists, primary screen, cell-based, HEK293 TRPML3-YFP, Fluo-8 calcium fluorescence, 3 µM. Mucolipin-3 (Homo sapiens), Q8TDD5. 100% = the carbachol control signal. activation, % at 3 µM. 220,000 tested, 0.29% active;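 active = activation above its plate's cutoff, the mean activation of the plate's test wells plus 3 SD, cut at about 12% in these data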;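 also: 0% = DMSO only wells and 100% = carbachol wells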
Target sequence (Q8TDD5 whole entry, looked up): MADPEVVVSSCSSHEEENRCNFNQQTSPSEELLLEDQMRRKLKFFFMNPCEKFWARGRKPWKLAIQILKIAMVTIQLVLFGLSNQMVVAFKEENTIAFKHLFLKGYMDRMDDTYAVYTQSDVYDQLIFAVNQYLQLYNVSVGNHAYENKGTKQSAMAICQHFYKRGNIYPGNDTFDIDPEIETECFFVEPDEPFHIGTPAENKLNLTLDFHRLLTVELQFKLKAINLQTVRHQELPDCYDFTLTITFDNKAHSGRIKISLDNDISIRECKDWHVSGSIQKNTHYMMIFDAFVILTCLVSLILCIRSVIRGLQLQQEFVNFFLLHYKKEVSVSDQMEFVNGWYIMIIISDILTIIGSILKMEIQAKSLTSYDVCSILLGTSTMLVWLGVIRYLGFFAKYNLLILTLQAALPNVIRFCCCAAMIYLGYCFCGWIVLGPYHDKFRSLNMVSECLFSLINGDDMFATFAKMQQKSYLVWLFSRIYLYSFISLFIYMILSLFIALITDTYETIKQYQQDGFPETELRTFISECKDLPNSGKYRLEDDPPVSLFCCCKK
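system = HEK293 cells stably carrying human TRPML3-YFP | doses = one concentration, 3 µM nominal, 0.3% DMSO | timing = dye loading 1 h 37 °C then 30 min ambient, 125 s read | detection = Fluo-8 calcium dye fluorescence, ex 470-495, em 515-575 nm | benchmarks = high control carbachol 87 µM, low control DMSO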
RBBP9 inh – human RBBP9 inhibitors, primary screen, biochemical, fluorescence polarization, FP-Rh probe, HTS; Serine hydrolase RBBP9 (Homo sapiens), O75884; recombinant RBBP9; inhibition, % at 7.94 µM; 220,000 tested, 0.2% active;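 active = inhibition above the campaign mean of all tested compounds plus 3 SD, cut at about 14% in these data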;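 also: plate controls were DMSO wells with RBBP9 for no effect and wells lacking RBBP9 protein for full effect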
Target sequence (O75884 whole entry, looked up): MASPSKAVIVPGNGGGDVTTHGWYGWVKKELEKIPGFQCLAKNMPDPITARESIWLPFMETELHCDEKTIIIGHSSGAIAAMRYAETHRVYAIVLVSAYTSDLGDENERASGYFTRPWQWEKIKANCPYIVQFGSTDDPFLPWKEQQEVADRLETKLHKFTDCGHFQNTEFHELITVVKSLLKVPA
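Test system: recombinant human RBBP9; Timing: 30 min then 45 min, 25 °C; Detection: fluorescence polarization; Control set: RBBP9 with DMSO as uninhibited control, no-protein wells as full inhibition; Compound dosing: one concentration, 7.94 µM nominal, 0.794% DMSO; Probe or stimulus: FP-Rh activity-based probe, 375 nM before mixing.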
TNF necrop inh – inhibitors of TNF-alpha triggered necroptosis, primary screen, cell-based, Jurkat FADD-/-, single concentration | Jurkat FADD-/- TNF necroptosis rescue, ATP luminescence, 24 h; 0 = TNF only, 100 = no-TNF cells | activation (protection from cell death), % at 10 µM | 220,000 tested, 0.068% active;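 active = activation, meaning protection from cell death, of at least 50% relative to plate controls; inactive = activation below 50%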;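 also: necroptosis triggered by 40 ng/mL TNF-alpha added together with compound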
* marks the source's active call; other numbers are inactive results; . = not tested or not shown; [ ] = another dose, or the depositor's remark.

SMILES	CHOP inh	Wee1 stabilizer	PPC-1+TRAIL kill	Ba/F3 V617F tox	BaF3 tox	TRPN1 ag	TRPML3 ag	RBBP9 inh	TNF necrop inh
CCCC(=O)Nc1ccc(N2CCN(C(=O)c3cccs3)CC2)cc1	10	-2	29	1	1	0.4	-0.1	-5	0.8
Cc1ccc(NC(=O)Nc2nc(-c3ccc(C)s3)cs2)cc1	86*	-1	-9	-3	2	-0.1	0.4	5	-4.5
O=C(C1=C(O)C(=O)N(CCN2CCOCC2)C1c1ccccn1)c1cccs1 (stereo not given)	-8	-1	-13	2	0	0.8	0.1	-14	-1.9
c1ccc(COc2ccc(OCCCN3CCCC3)cc2)cc1	45	-2	49	-2	7	2.1	1.7	-11	3.2
Cc1cccc2cc(CN(CCCO)C(=O)Nc3cccc(Cl)c3)c(=O)[nH]c12	3	2	8	4	5	-0.2	-0.5	-4	0.9
Cc1c(CCO)c(=O)[nH]n1C(=O)c1ccc(F)cc1	7	-3	14	1	3	-0.6	-0.4	-2	-2.0
CC(=C/c1ccc(C(C)C)cc1)/C=N/NC(=O)Cn1nc(C)cc1C	66	-3	0	0	1	-1.9	0.0	-7	0.4
Cc1ccc(S(=O)(=O)/N=C(/c2ccccc2)N2CCOCC2)cc1	-7	-1	14	-1	9	0.3	0.1	-9	-0.4
O=C1N=C(N2CCOCC2)CS1	4	-2	-25	-3	4	-0.1	0.1	-2	-1.3
CC1(C)C(=O)Nc2ccccc2N1C(=O)COC(=O)CCSc1ccccc1	-13	-1	44	-3	2	-1.6	-0.5	1	-1.9
COc1ccc2nc(NC(=O)c3cc(C)oc3C)sc2c1	9	1	29	3	11	-0.5	0.5	-6	-4.9
Cc1ccc(S(=O)(=O)CCC(=O)O)cc1C	-10	2	11	-2	1	-0.3	0.4	-1	-0.1
COc1cc(-c2cccs2)cc(=O)c2c(C)oc(C)c12	45	-1	17	-2	2	0.5	0.4	-2	-1.9
CS(=O)(=O)N1CCc2cc(S(=O)(=O)NCCNS(=O)(=O)c3ccc4c(c3)CCN4S(C)(=O)=O)ccc21	0	2	21	-1	7	1.7	0.8	3	1.0
COc1cccc(C2C(C(=O)NCc3ccccc3)=C(C)Nc3ncnn32)c1 (stereo not given)	-2	0	11	-2	1	-0.1	0.8	-9	1.7
COC(=O)[C@H](Cc1ccccc1)NC(=O)[C@@H]1C[C@H]1[C@@H](NC(=O)OCc1ccccc1)c1ccccc1	-4	-2	18	-1	2	0.3	-0.2	-7	-2.3
O=C1CCCc2c1cnc1ncnn21	-8	2	-1	2	8	1.0	0.9	-4	-0.6
O=C(Cn1cnc2scc(-c3ccc(Br)cc3)c2c1=O)N1CCOCC1	0	0	19	1	4	-0.6	0.5	-11	1.2
CC1Cc2ccccc2N1CC(=O)NC(=O)NC1CCCCC1 (stereo not given)	40	0	19	-4	3	-1.6	0.2	-7	1.0
CCS(=O)(=O)c1cc([N+](=O)[O-])c(Sc2ccccc2NC(C)=O)s1	-183	-2	-12	0	-1	0.5	-0.2	-6	-7.5
CC(NC(=O)c1ccccc1Cl)c1nnc(SCC(=O)Nc2ccc(C(=O)O)cc2)n1C (stereo not given)	6	1	11	-4	1	0.9	1.2	-2	-1.0
Cc1cc2nnc(SC(C)C)n2c2ccccc12	5	2	8	1	3	-0.6	-0.7	-12	-1.4
CCC(C(=O)Nc1nnc(-c2ccco2)s1)c1ccccc1 (stereo not given)	75*	-3	16	-4	2	1.6	0.6	-4	4.9
COc1ccc(-c2nn(CC(=O)NCCc3ccccc3)c(=S)n2C)cc1	40	-2	-6	0	3	0.3	0.1	-2	-0.2
O=C(C1=C[C@H](c2coc3ccccc3c2=O)C[C@H](OCc2ccc(CO)cc2)O1)N1CCOCC1	5	-2	-3	-2	0	2.3	1.1	-4	0.4
Oc1ccc2ccc3cccc[n+]3c2c1	.	1	.	-2	1	34*	15*	-5	0.7
Cc1ccccc1Nc1nc(N)nc(CSc2nnnn2C)n1	-8	3	23	1	5	0.7	1.3	-3	-0.5
CCNC(=S)Nc1ccc(NC(=O)c2ccccc2O)cc1	0	3	19	-2	-2	-0.9	0.4	-1	2.8
COc1cccc(S(=O)(=O)Nc2ccc(C(=O)N3CCN(C(=O)c4ccco4)CC3)cc2)c1	-16	-2	0	5	11	3.1	-0.1	-5	-0.3
COc1ccc(CNC(=O)Nc2cccc3ccccc23)cc1	29	4	2	-4	3	1.0	-0.1	-6	1.8
Cc1occc1C(=O)NNC(=O)C1CC1	-1	1	-9	6	10	0.9	0.8	0	0.4
CCOC(=O)c1sc2nc(N3CCOCC3)c3c(c2c1N)CC(C(C)C)OC3 (stereo not given)	27	-3	-2	2	4	0.0	0.1	0	0.7
COc1ccc(N2CCN(C(CNC(=O)C(=O)NCc3ccc4c(c3)OCO4)c3ccco3)CC2)cc1 (stereo not given)	28	1	24	1	1	0.1	0.7	-10	-0.5
CC1(C)CC(=O)C=C(Nc2ccccn2)C1	19	1	21	-2	5	0.8	0.6	-6	-2.7
O=S(=O)(c1ccc(-n2cnnn2)cc1)N1CCC(N2CCCCC2)CC1	-3	6	15	2	9	1.1	1.0	2	-0.4
O=C(COc1ccccc1)N1CCN=C1SCc1ccc(F)cc1	32	0	-7	-1	2	-0.2	-0.6	-7	5.5
O=C1CS/C(=C/C(=O)c2ccccc2)N1	-20	5	5	-3	2	1.5	-0.4	-5	0.0
COC(=O)C(CC(C)C)NC(=O)c1ccc([N+](=O)[O-])cc1 (stereo not given)	15	-1	11	-4	1	0.0	0.0	7	-1.4
CCCn1c(NC(=O)c2ccccc2)nc2ccccc21	-21	3	10[5 µM]	3	8	-3.4	-0.4	-13	-0.3
N#C/C(=C\c1ccccc1[N+](=O)[O-])C(=O)NCc1ccccc1	-17	-1	-4	-7	2	1.6	3.0	0	-7.8
Cc1ccc(NC(=O)c2ccccc2)s1	-21	9.7*	11	-3	2	-1.0	0.7	2	-3.7
O=C(NCc1cccnc1)c1ccc(NC(=O)c2cccc([N+](=O)[O-])c2)cc1	-30	-3	21	21	0	1.4	1.1	-4	-2.1
COC(=O)NCC(c1cccnc1)N1CCN(c2ccccc2F)CC1 (stereo not given)	0	3	7	-4	-1	0.9	0.9	2	1.9
O=C(CSc1nnc2ccccn12)NNC(=O)c1ccc(Cl)cc1	0	0	14	7	6	1.2	0.8	-2	0.1
CCOC(=O)C1CCN(C(=O)C(CC)c2ccccc2)CC1 (stereo not given)	5	-2	42	-4	1	0.8	0.5	-2	-1.9
O=C(Nc1ccccn1)c1cc2cc([N+](=O)[O-])ccc2s1	48	9.4*	25	3	9	0.4	0.9	-9	-2.5
O=c1cc(O)c2c(=O)[nH]c(=O)n(-c3ccccc3)c2[nH]1	41	0	-4	-1	-2	0.0	0.8	-1	-0.5
CCOc1ccc(C(=S)N2CCOCC2)cc1	-18	0	11	5	6	0.2	-0.3	-5	1.0

As a working copy, some entries already given:
SMILES	CHOP inh	Wee1 stabilizer	PPC-1+TRAIL kill	Ba/F3 V617F tox	BaF3 tox	TRPN1 ag	TRPML3 ag	RBBP9 inh	TNF necrop inh
O=C1CS/C(=C/C(=O)c2ccccc2)N1	-20	5	5	-3	2	1.5	-0.4	-5	0.0
COC(=O)C(CC(C)C)NC(=O)c1ccc([N+](=O)[O-])cc1 (stereo not given)	15	-1	11	-4	1	0.0	0.0	7	-1.4

Following part
SMILES	CHOP inh	Wee1 stabilizer	PPC-1+TRAIL kill	Ba/F3 V617F tox	BaF3 tox	TRPN1 ag	TRPML3 ag	RBBP9 inh	TNF necrop inh
O=C1/C(=C/c2ccc(O)c([N+](=O)[O-])c2)SC(=S)N1Cc1ccccc1	51	0	14	-1	4	2.4	0.5	-12	-3.9
COc1cccc(-n2c(SCc3ccccn3)nc3c(c2=O)SCC3)c1	14	0	-12	3	1	-0.3	-0.1	-9	0.0
CN(NC(=O)c1cccc(Cl)c1)c1nc(-c2ccccc2)nnc1C(F)(F)F	24	-1	7	-1	1	0.4	-0.7	5	-13
CCS(=O)(=O)N1Cc2ccccc2CC1C(=O)Nc1ccc(F)cc1 (stereo not given)	-21	15*	15	2	-2	2.2	0.3	-10	1.6
CCOC(=O)CCNC(=O)N1CCCC(C(=O)c2ccccc2SC)C1 (stereo not given)	7	-2	14	3	7	1.3	-0.2	-4	0.0
C=CCn1cc(-c2ccccc2)cc(C#N)c1=O	-15	-1	-28	-1	-1	-0.7	0.8	-6	-0.3
Cc1ccc(S(=O)(=O)Nc2ccccc2CNc2ccccn2)cc1	26	-2	8	-1	8	-0.9	0.3	-11	4.2
CCCN(CCC)S(=O)(=O)c1ccc(C(=O)NCc2n[nH]c(=S)n2-c2ccc(Cl)c(Cl)c2)cc1	-3	4	6	3	1	0.3	0.2	-4	-0.8
CCOc1ccc2nc(NC(=O)CCC(=O)c3cccs3)sc2c1	34	-2	46	2	7	-0.4	-0.9	0	3.0
CCOC(=O)C(=CNc1ccc(Cl)cn1)C(=O)OCC	12	3	1	6	-3	-2.2	-1.1	2	1.0
COc1cc(S(=O)(=O)N2CCOCC2)ccc1N	8	0	-20	3	6	0.9	1.7	2	1.0
Cc1nnc(C)c2c(C)n(C(C)c3ccccc3)c(C)c12 (stereo not given)	39	0	8	1	4	1.5	-0.1	-6	-5.9
CS(=O)(=O)N1CCC(C(=O)NCc2ccc(Cl)cc2)CC1	-3	0	11	-2	1	2.3	1.4	-3	2.8
CCN1CCC(Nc2ccnc3cc(Cl)ccc23)CC1	3	0	10	1	0	-0.3	1.6	-5	2.5
O=C(O)C1=NOC(CNC(=O)c2ccccc2Cl)C1 (stereo not given)	-14	-2	-4	0	1	0.1	0.2	-4	2.0
CC1CCc2c(C(=O)Oc3cccc(-n4cnnn4)c3)csc2C1 (stereo not given)	89*	0	9	-1	3	-1.0	0.1	-8	-0.9
CN(C)c1nc(N/N=C\c2ccc(Cl)c([N+](=O)[O-])c2)nc(Nc2ccc(F)cc2)n1	.	-1	.	0	3	2.6	0.2	5	-7.1

High-throughput results from PubChem BioAssay.
